Compound activity: PubChem, Broad Institute
PAX8 inh HTS – PAX8 transcriptional activity inhibition; hit rate 1.2% among 360,000; AID 652154; RMG-I TPO-luciferase reporter, SteadyGlo, 24 h; inhibition, % at 12.6 µM;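 active = mean replicate inhibition at least 60% with every replicate also reaching 60%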;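 note: luciferase light reporting Pax8 driven TPO promoter activity; plate controls were median of neutral control wells for no effect and mitoxantrone controls for full effect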
S100A4 MyoIIA – inhibitors of human S100A4 binding to myosin IIA peptide; P26447; inhibition, % at 10.7 µM; hit rate 0.14% among 360,000; S100A4/TAMRA-MyoIIA peptide fluorescence polarization;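 active = mean inhibition of at least 70% across replicates, with every replicate also reaching that level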
Target sequence (P26447 whole entry, looked up): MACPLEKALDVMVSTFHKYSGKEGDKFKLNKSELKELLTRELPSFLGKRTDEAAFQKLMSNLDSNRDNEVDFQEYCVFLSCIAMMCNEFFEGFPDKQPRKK
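Assay system: human S100A4 monomer with TAMRA-labelled myosin IIA peptide / Buffer or medium: Calcium-containing HEPES buffer, pH 7.2 / Reagent: TAMRA-labelled myosin IIA heavy-chain peptide probe, 5 nM / Compound: one dose per compound / Timing: polarization read 5 min after assay mix addition, stable 5–60 min / Benchmarks: neutral control DMSO, positive control TFP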
EWS-Fli block – EWS/Fli transcriptional activity inhibition. inhibition, % at 12.6 µM. hit rate 0.67% among 350,000. A673 NR0B1-luciferase reporter, viability-normalised;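 active = mean inhibition of at least 50% after viability correction, with every replicate also passing that limit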;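 note: firefly luciferase signal divided by Alamar Blue viability fluorescence both relative to DMSO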
ERAP1 HTS inh – ERAP1 (human) enzyme inhibition; hit rate 0.15% among 340,000; recombinant ERAP1, Leu-AMC fluorescence, 60 min; Q9NZ08; AID 652197; inhibition, % at 10.7 µM;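 active = mean replicate inhibition of at least 30%, or all replicates individually reaching that 30% level; inactive = mean below 30% and not every replicate reaching it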;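 note: 0% = neutral control wells and 100% = L-leucinethiol positive control wells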
Target sequence (Q9NZ08 whole entry, looked up): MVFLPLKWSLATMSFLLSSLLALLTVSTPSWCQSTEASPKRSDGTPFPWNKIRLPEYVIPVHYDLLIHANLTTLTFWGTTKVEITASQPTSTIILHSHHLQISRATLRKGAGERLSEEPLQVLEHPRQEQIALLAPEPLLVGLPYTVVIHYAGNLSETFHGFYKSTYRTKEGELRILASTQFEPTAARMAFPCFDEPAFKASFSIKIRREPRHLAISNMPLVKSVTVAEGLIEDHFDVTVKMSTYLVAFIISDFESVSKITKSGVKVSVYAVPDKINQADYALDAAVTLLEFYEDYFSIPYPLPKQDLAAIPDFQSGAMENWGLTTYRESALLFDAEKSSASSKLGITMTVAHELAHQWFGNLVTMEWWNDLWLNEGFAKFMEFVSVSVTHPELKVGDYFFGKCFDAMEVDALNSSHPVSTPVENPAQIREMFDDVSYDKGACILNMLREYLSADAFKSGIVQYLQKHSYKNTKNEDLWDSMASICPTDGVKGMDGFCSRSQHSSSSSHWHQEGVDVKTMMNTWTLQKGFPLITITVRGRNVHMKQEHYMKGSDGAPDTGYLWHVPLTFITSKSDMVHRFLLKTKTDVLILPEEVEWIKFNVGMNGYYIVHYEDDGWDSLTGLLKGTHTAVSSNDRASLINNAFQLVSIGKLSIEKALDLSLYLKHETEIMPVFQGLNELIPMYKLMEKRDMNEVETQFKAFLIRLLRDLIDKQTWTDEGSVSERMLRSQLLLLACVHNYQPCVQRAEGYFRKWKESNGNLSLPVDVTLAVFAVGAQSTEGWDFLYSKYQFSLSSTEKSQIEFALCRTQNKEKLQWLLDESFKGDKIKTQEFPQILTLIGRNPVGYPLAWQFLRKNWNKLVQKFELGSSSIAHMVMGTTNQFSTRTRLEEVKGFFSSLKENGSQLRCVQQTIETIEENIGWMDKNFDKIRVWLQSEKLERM
LGR2 antag – blocks bursicon-induced cAMP signaling via Drosophila LGR2 | hit rate 0.35% among 380,000 | inhibition, % at 9.99 µM | HEK293 LGR2, CRE-luciferase, bursicon-stimulated, 4 h;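 active = drop in luminescence signal, shown as inhibition above about 50% in the replicate tests, limit read from the data, passing the limit was not always enough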;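 note: agonist challenge used bursicon conditioned medium at about half maximal strength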
PglD inh – blocks C. jejuni PglD acetyltransferase activity; purified PglD enzyme, DTNB colorimetric CoA detection; inhibition, % at 12.5 µM; hit rate 0.098% among 360,000; in the data active = inhibition above about 16%, passing the limit was not always enough; note: strong numbers were not always called active
FN deposition inh – fibronectin deposition inhibition; AH1F fibroblasts, Alexa488-fibronectin deposition fluorescence, overnight; inhibition, % at 12.6 µM; hit rate 0.086% among 350,000; AID 743247;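 active = mean inhibition across replicates of 30% or more, regardless of how many single replicates reach that level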;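 note: positive control wells lacked labelled fibronectin entirely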
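Assay system: AH1F fibroblast monolayer, labelled fibronectin deposition. Amount: 10000 cells per well. Also added: labelled fibronectin 24 nM. Compound: single-point pinned compound. Incubation: cell attachment 1 h, compound and FN exposure overnight. Detection: fluorescence after three HBSS washes, excitation 485 nm, emission 525 nm. Read-out: inhibition of fibronectin deposition signal.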
PGC1a acetyl inh – PGC1a acetylation modulation, inhibitor mode. U2OS PGC1a acetylation, AlphaScreen anti-acetyl-lysine; with virally co-expressed GCN5 acetyltransferase. inhibition, % at 15.6 µM. hit rate 0.17% among 350,000. AID 651687;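 active = every replicate shows inhibition of at least 40%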;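 note: 0% = neutral control wells and 100% = positive control wells; some results beyond the cut were filed as inactive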
Active calls of the source: *; . = no result given; & = joins results of further samples.

SMILES	PAX8 inh HTS	S100A4 MyoIIA	EWS-Fli block	ERAP1 HTS inh	LGR2 antag	PglD inh	FN deposition inh	PGC1a acetyl inh
N#Cc1cccc(-c2ccc([C@H]3[C@H]4CN(C(=O)Nc5cccc(F)c5)CCCCN4[C@H]3CO)cc2)c1	27	-2	7	0	3	-4	.	10
O=C(Nc1ccc(F)c(Cl)c1)c1csc([C@@H]2O[C@H](CO)[C@H](O)[C@H](O)[C@H]2O)n1	-8	-4	2	1	0	-3	-10	10
O=C1C=CC(=Nc2ccc(F)cc2)O1	0	-1	3	-2	-10	5	-9	3
NC(=O)c1nsc(C(=O)N(Cc2ccc(F)cc2)C(C(=O)NCC2CCCO2)c2ccc(O)cc2)c1N (stereo unspecified)	16	-19	-2	12	5	-3	3	.
CC(=O)N1CCOc2ccc(S(=O)(=O)N3CCC(C(=O)NCc4ccc(Cl)cc4)CC3)cc21	-1	-2	13	0	-3	-1	-1	1
O=C(C[C@@H]1C[C@@H]2c3cc(NC(=O)c4cccnc4)ccc3O[C@@H]2[C@H](CO)O1)NCc1cccc(F)c1	0	-9	-10	0	-4	1	-16	2
CCCC(=O)NC(C)C(c1cccs1)N1CCN(C)CC1 (stereo unspecified)	.	3	8	-1	-4	1	.	-15
Cc1c(N=NC2=C(O)CC(C)(C)CC2=O)c(=O)n(-c2ccccc2)n1C	-12	-6	14	-5	-45	.	2	.
CN(C)CC(=O)Nc1ccc2c(c1)[C@H]1C[C@H](CC(=O)N3CCN(C)CC3)O[C@H](CO)[C@H]1O2	-21	6	-4	1	-3	-1	0	-1
O=[N+]([O-])c1ncccc1OCc1ccc(Br)cc1F	-165	0	-124	1	-75	-2	3	.
CC(C)c1ccc(/C=C2\SC(=S)N(CC(=O)NCCCN3CCOCC3)C2=O)cc1	-34	-10	-46	4	-6	0	-5	.
OC(c1ccccc1)c1ccccc1CN1CCCNC1=S (stereo unspecified)	-8	3	-1	0	.	-2	.	-1
O=C1c2ccncc2C(=O)N1c1cccc(Cl)c1	0	-1	6	-1	-13	.	-1	.
CC1CCN(C(=O)/C(=C\c2ccco2)NC(=O)c2ccccc2)CC1	15	-7	1	-1	12	.	-1	.
COc1ccccc1-c1nc(C#N)c(N2CCN(C(=O)c3ccco3)CC2)o1	8	14	-1	0	2	-1	-2	5
C[C@@H]1CN([C@@H](C)CO)S(=O)(=O)c2ccc(C#Cc3ccccn3)cc2O[C@H]1CN(C)Cc1ccccc1	.	15	18	0	20	-3	-3	-2
COc1cccc(NC(=O)C[C@H]2CC[C@H]3[C@H](COc4ccc(NC(=O)C5CC5)cc4C(=O)N3C)O2)c1	-15	2	-5	0	11	6	-4	4
CCOc1ccc(NC(=O)CN(C)C(=O)c2ccccc2OCc2c(C)noc2C)cc1OCC	-15	-1	0	0	16	.	-2	.
O=C(CSc1nccn1-c1cccc(Cl)c1)NO	1	13	-3	-2	-6	.	-1	-1
Cn1cc(C(=O)N2CCCCCC2)c(=O)c2cc(S(=O)(=O)N3CCCCC3)ccc21	6	-1	.	4	-2	-3	-7	-2
Cc1cc(C(=O)CSc2ccccc2)cc(C)c1O	-148	-6	-5	5	-102	-5	2	8
CCOCCCN(C(=O)c1snc(C(N)=O)c1N)C(C(=O)NC1CCCC1)c1ccc(F)cc1 (stereo unspecified)	-6	-6	-2	6	-1	.	-9	11
CN(C)C(=O)c1cccc(-c2cccc(-c3nc(C(=O)N4CCCCC4)cc4c3[C@@H](CCO)N([S@](=O)C(C)(C)C)C4)c2)c1	-26	-61	-6	2	19	4	7	12
CCCNC(=O)C[C@@H]1CC[C@@H]2[C@@H](COc3ccc(NC(=O)c4ccc(OC)cc4)cc3C(=O)N2C)O1	-10	.	10	.	14	1	3	9
Cc1cc2c(cc1C)N[C@]1(C[C@H]3CCCC(=O)N4CC[C@@H](C1)[C@@H]34)C(=NC(C)(C)CC(C)(C)C)N2	28	5	-1	-1	.	-5	4	6
C/C(=N/NC(=O)OC(C)(C)C)c1ccco1	-70	-1	-49	-2	.	.	6	.
Cc1ccc(C(=O)Nc2cccc(-c3ccc(N4CCOCC4)nn3)c2)cc1	-130	-4	-79	-2	-69	0	-9	.
COc1cc(S(=O)(=O)N2CCOCC2)ccc1NC(=O)COC(=O)c1ccc(Cl)nc1	11	-4	0	3	-11	-2	0	3
CCOc1ccc(NC(=O)CCC(=O)c2ccc(OC)cc2)cc1	-6	-1	0	.	4	1	2	-2
CCCN(C)C[C@H]1OCCCC[C@H](C)Oc2ccc(NS(=O)(=O)c3cccs3)cc2C(=O)N([C@H](C)CO)C[C@H]1C	-2	6	1	2	10	0	.	5
Cc1cccc(NC(=S)N2CCN(c3ccccc3F)CC2)c1C	12	0	13	0	7	-9	7	-18
Cc1cc(COc2ccccc2)oc1C(=O)O	-15	-5	-38	-1	20	-3	-3	9
O=C1NC(=O)C2(COC(c3ccncc3)OC2)S1 (stereo unspecified)	-21	-4	-5	0	7	.	-9	5
O=C(CCl)NC(Cc1ccccc1)C(=O)OCC(=O)c1ccc(-c2ccccc2)cc1 (stereo unspecified)	-4	3	27	1	8	.	4	.
N#C/C(=C/c1ccccc1OCc1ccc(F)cc1)c1ccc(C(=O)O)cc1	4	0	1	17	9	-4	-4	-2
Cc1noc(C)c1NC(=O)N(C)C[C@H]1OCCCC[C@@H](C)Oc2ccc(N(C)C)cc2C(=O)N([C@H](C)CO)C[C@H]1C	-7	.	3	.	-1	.	.	1
COc1ccc(C(=O)NC2CC2)cc1OC1CCN(C/C=C/c2ccccc2)CC1	1	-2	4	-5	-3	3	.	0
CCCOc1cccc(C2/C(=C(/O)c3ccc(F)cc3)C(=O)C(=O)N2CCN(C)C)c1 (stereo unspecified)	0	.	.	.	.	3	1	8
CC/C=C/C(=O)N1CC2(CC(c3cccc(NC(=O)CCCCC)c3)=NO2)C[C@H]1C(N)=O (stereo partly specified)	15	-4	8	0	3	-1	6	9
CCCNC(=O)N1[C@@H](CO)[C@@H]2c3ccccc3N(C(=O)Nc3ccc(F)cc3)C[C@@H]21	-26	-8	-2	-1	3	-2	.	-6

Four of the compounds above, with each value named.
SMILES: COc1cc(S(=O)(=O)N2CCOCC2)ccc1NC(=O)COC(=O)c1ccc(Cl)nc1
  PAX8 inh HTS: 11; S100A4 MyoIIA: -4; EWS-Fli block: 0; ERAP1 HTS inh: 3; LGR2 antag: -11; PglD inh: -2; FN deposition inh: 0; PGC1a acetyl inh: 3

SMILES: CCOc1ccc(NC(=O)CCC(=O)c2ccc(OC)cc2)cc1
  PAX8 inh HTS: -6; S100A4 MyoIIA: -1; EWS-Fli block: 0; ERAP1 HTS inh: .; LGR2 antag: 4; PglD inh: 1; FN deposition inh: 2; PGC1a acetyl inh: -2

SMILES: CCCN(C)C[C@H]1OCCCC[C@H](C)Oc2ccc(NS(=O)(=O)c3cccs3)cc2C(=O)N([C@H](C)CO)C[C@H]1C
  PAX8 inh HTS: -2; S100A4 MyoIIA: 6; EWS-Fli block: 1; ERAP1 HTS inh: 2; LGR2 antag: 10; PglD inh: 0; FN deposition inh: .; PGC1a acetyl inh: 5

SMILES: Cc1cccc(NC(=S)N2CCN(c3ccccc3F)CC2)c1C
  PAX8 inh HTS: 12; S100A4 MyoIIA: 0; EWS-Fli block: 13; ERAP1 HTS inh: 0; LGR2 antag: 7; PglD inh: -9; FN deposition inh: 7; PGC1a acetyl inh: -18

Exported with each value named: part of the list above
> Cc1noc(C)c1NC(=O)N(C)C[C@H]1OCCCC[C@@H](C)Oc2ccc(N(C)C)cc2C(=O)N([C@H](C)CO)C[C@H]1C
  PAX8 inh HTS: -7	S100A4 MyoIIA: .	EWS-Fli block: 3	ERAP1 HTS inh: .	LGR2 antag: -1	PglD inh: .	FN deposition inh: .	PGC1a acetyl inh: 1
> COc1ccc(C(=O)NC2CC2)cc1OC1CCN(C/C=C/c2ccccc2)CC1
  PAX8 inh HTS: 1	S100A4 MyoIIA: -2	EWS-Fli block: 4	ERAP1 HTS inh: -5	LGR2 antag: -3	PglD inh: 3	FN deposition inh: .	PGC1a acetyl inh: 0
> CCCOc1cccc(C2/C(=C(/O)c3ccc(F)cc3)C(=O)C(=O)N2CCN(C)C)c1 (stereo unspecified)
  PAX8 inh HTS: 0	S100A4 MyoIIA: .	EWS-Fli block: .	ERAP1 HTS inh: .	LGR2 antag: .	PglD inh: 3	FN deposition inh: 1	PGC1a acetyl inh: 8
> CC/C=C/C(=O)N1CC2(CC(c3cccc(NC(=O)CCCCC)c3)=NO2)C[C@H]1C(N)=O (stereo partly specified)
  PAX8 inh HTS: 15	S100A4 MyoIIA: -4	EWS-Fli block: 8	ERAP1 HTS inh: 0	LGR2 antag: 3	PglD inh: -1	FN deposition inh: 6	PGC1a acetyl inh: 9

Remaining list, next part:
SMILES	PAX8 inh HTS	S100A4 MyoIIA	EWS-Fli block	ERAP1 HTS inh	LGR2 antag	PglD inh	FN deposition inh	PGC1a acetyl inh
C=C(C)C(=O)N1CC2(CC(c3cccc(NC(=O)/C(C)=C\C)c3)=NO2)C[C@H]1C(N)=O (stereo partly specified)	1	29	-6	-2	0	0	14	.
Oc1ccc(C[C@@H]2CNCCN2CC2CCCCC2)cc1	10	-2	1	2	6	-2	1	-17
CCOC(=O)c1ccc(CSc2ncn[nH]2)o1	-8	.	.	.	.	-6	7	9
O=C(CCNS(=O)(=O)c1ccccc1C(F)(F)F)N1CCCCCCC1	-9	6	-1	2	10	1	1	.
CN1C(=O)c2cc(NC(=O)c3ccc4c(c3)OCO4)ccc2OC[C@@H]2O[C@@H](CC(=O)O)CC[C@H]21	-15	-11	-9	0	-16	5	4	-6
C[C@@H]1CCCCO[C@@H](CN(C)Cc2ccc(C(F)(F)F)cc2)[C@H](C)CN([C@H](C)CO)C(=O)c2cc(NC(=O)c3ccncc3)ccc2O1	35	1	12	-2	17	-2	15	.
C[C@H](CO)N1C[C@H](C)[C@H](CN(C)Cc2cccc(C(=O)O)c2)Oc2cc(C3=CCCCC3)ccc2S1(=O)=O	-12	-3	6	6	4	4	-4	9
C[C@@H]1CCCCO[C@H](CN(C)Cc2ccc3c(c2)OCO3)[C@@H](C)CN([C@H](C)CO)C(=O)c2cc(NC(=O)c3ccccc3)ccc2O1	3&-21	5&-3	13&-1	2&-1	21	2&0	3	8&8
CNC(=O)C[C@@H]1CC[C@H]2[C@@H](COc3ccc(NC(=O)C4CC4)cc3C(=O)N2C)O1	-2	.	-8	.	7	3	-21	-3
NS(=O)(=O)c1cccc(NC(=O)CCS(=O)(=O)c2ccc(Cl)cc2)c1	12	1	-11	.	-21	1	2	-2
CC1C=CCC2C(=O)N(c3ccc(OC(=O)c4ccco4)cc3)C(=O)C12 (stereo unspecified)	-8	-5	3	.	-2	4	0	-8
Cc1ccc(C(=O)COc2ccccc2N2C(=O)c3ccccc3C2=O)cc1	-30	1	-12	-5	-15	.	6	5
O=C(NC1CCCCC1)NS(=O)(=O)c1ccc2c(c1)CCC2	-1	-6	-10	-2	.	.	.	.
O=C(C1CC1)N1CC(=O)N2[C@H](C1)[C@H](c1ccc(Br)cc1)[C@@H]2CO	-29	20	-7	0	-18	.	2	2
O=C(Nc1ccc(F)cc1)N1CC(=O)N2[C@H](C1)[C@@H](c1ccc(-c3ccccc3)cc1)[C@@H]2CO	5	-10	11	2	5	.	0	4
CNC(=O)C[C@@H]1CC[C@@H]2[C@@H](COc3ccc(NC(=O)NC(C)C)cc3C(=O)N2C)O1	15	.	-1	.	12	-3	1	1
CC(C)C(NC(=O)c1ccco1)C(=O)OCC(=O)c1ccccc1 (stereo unspecified)	0	-4	.	-2	-5	.	6	0
CCOC(=O)c1cnc(SSc2ncc(C(=O)OCC)c(N)n2)nc1N	-11	1	13	2	11	-1	0	3
